PAD4 FP inh: inhibitors of human PAD4; Q9UM07; AID 485272; actives 0.41% (n = 330,000); recombinant PAD4, RCA probe fluorescence polarization; inhibition, % at 6.36 µM;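 active = percent inhibition above a cutoff equal to the mean of all tested compounds plus 3 SD, cut at about 15% in these data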;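 also: 0% = PAD4 with RCA probe and DMSO and 100% = probe without PAD4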
PAFAH1B3 FP inh: PAFAH1B3 (human) inhibition; Q15102; recombinant PAFAH1B3, FP-rhodamine probe, fluorescence polarization; inhibition, % at 3.39 µM; actives 0.28% (n = 340,000);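 active = inhibition above the screen-wide average of all tested compounds plus 3 SD, cut at about 25% in these data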;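 also: 0% = enzyme with DMSO only and 100% = wells lacking PAFAH1B3 protein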
PAFAH2 FP inh: PAFAH2 (human) inhibition; Q99487; recombinant PAFAH2, FP-rhodamine activity probe, fluorescence polarization; inhibition, % at 3.39 µM; actives 0.99% (n = 340,000);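 active = inhibition above the mean over all tested compounds plus 3 SD, cut at about 30% in these data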;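 also: inhibitors block probe labeling of enzyme so polarization drops; 0% = enzyme with DMSO and 100% = wells lacking PAFAH2 protein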
pPAFAH FP inh: pPAFAH (human) enzyme inhibition; Q13093; recombinant pPAFAH, FP-rhodamine probe fluorescence polarization; inhibition, % at 3.39 µM; actives 1.5% (n = 330,000);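 active = inhibition above the mean inhibition across the screen plus 3 SD, cut at about 25% in these data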;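 also: inhibitors block binding of the rhodamine activity-based probe so polarization drops; 0% = enzyme with DMSO and 100% = wells lacking pPAFAH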
Target sequence (Q13093 whole entry, looked up): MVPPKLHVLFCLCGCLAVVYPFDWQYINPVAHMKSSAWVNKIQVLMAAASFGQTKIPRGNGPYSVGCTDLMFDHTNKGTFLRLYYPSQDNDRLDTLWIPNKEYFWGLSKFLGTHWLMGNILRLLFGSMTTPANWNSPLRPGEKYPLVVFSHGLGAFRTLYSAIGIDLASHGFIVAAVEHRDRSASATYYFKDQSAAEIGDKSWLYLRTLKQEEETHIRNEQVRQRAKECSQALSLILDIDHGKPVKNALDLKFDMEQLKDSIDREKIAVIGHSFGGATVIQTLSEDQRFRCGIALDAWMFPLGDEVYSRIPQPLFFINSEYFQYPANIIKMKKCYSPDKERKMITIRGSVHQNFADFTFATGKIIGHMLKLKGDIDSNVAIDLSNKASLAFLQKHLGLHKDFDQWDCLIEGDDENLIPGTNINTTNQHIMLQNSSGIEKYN
PAFAH1B2 inh: inhibitors of human PAFAH1B2. P68402. recombinant PAFAH1B2, FP-rhodamine activity probe, fluorescence polarization. inhibition, % at 3.39 µM. actives 1.2% (n = 340,000). AID 492953;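 active = inhibition above the mean of all tested compounds plus 3 SD, cut at about 24% in these data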;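 also: 0% = enzyme with DMSO and 100% = wells lacking PAFAH1B2; many of its hits are not listed in these tables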
PME-1 inh: PME-1 (human) inhibition; recombinant PME-1, FP-Rh probe fluorescence polarization; inhibition, % at 5.9 µM; actives 0.53% (n = 320,000);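 active = inhibition above the campaign mean of all compounds plus 3 SD, cut at about 26% in these data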;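 also: competitive labeling of PME-1 active site by serine hydrolase directed probe; 0% = PME-1 with DMSO and 100% = wells lacking PME-1 enzyme; inhibitors block probe labeling so polarization falls and inhibition rises; many of its hits are not listed in these tables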
Target sequence (Q9Y570 whole entry, looked up): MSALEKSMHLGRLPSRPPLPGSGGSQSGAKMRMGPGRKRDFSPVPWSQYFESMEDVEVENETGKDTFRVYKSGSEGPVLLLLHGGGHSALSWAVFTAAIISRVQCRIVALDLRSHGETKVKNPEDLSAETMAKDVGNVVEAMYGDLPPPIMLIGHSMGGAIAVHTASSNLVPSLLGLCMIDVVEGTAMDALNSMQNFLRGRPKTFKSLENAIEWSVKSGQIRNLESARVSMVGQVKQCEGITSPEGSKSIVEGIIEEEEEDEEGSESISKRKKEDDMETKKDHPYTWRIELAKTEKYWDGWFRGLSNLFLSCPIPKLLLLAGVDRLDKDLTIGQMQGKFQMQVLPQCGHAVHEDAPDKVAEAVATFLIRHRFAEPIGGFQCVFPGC
LYPLA1 counter: blocks human lysophospholipase 1, a PME1 counter-screen. recombinant LYPLA1, FP-Rh probe fluorescence polarization. O75608. inhibition, % at 5.9 µM. AID 2174. actives 0.16% (n = 320,000);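 active = inhibition above the mean of all tested compounds plus 3 SD, set per campaign, cut at about 14% in these data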;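 also: inhibitors block serine hydrolase probe labeling of LYPLA1 so polarization falls; 0% = enzyme with DMSO and 100% = wells lacking LYPLA1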
GSTO1 inh: blocks human GSTO1 in RBBP9 counter-screen. AID 1974. actives 1.1% (n = 300,000). inhibition, % at 5.96 µM. P78417. recombinant GSTO1, activity-based probe fluorescence polarization;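 active = inhibition above the campaign mean inhibition plus 3 SD, cut at about 35% in these data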;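 also: 0% = GSTO1-1 with DMSO and 100% = wells lacking GSTO1-1 enzyme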
LYPLA2 counter: counter-screen for PME1 inhibitors: inhibitors of human LYPLA2. O95372. recombinant LYPLA2, FP-Rh probe fluorescence polarization. inhibition, % at 5.9 µM. actives 0.38% (n = 320,000);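 active = inhibition above the screen-wide mean plus 3 SD, limit set per campaign, cut at about 26% in these data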;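 also: 0% = LYPLA2 with DMSO and 100% = wells lacking LYPLA2 enzyme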
Target sequence (O95372 whole entry, looked up): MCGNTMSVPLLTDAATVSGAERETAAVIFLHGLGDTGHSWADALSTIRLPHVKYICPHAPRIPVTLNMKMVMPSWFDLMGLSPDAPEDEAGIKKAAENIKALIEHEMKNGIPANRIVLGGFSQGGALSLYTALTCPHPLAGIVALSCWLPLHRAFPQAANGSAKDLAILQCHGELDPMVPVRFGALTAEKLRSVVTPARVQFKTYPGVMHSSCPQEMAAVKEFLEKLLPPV
* marks the source's active call; other numbers are inactive results; . = not tested or not shown. An excerpt, so the mix of outcomes need not match the whole.

SMILES	PAD4 FP inh	PAFAH1B3 FP inh	PAFAH2 FP inh	pPAFAH FP inh	PAFAH1B2 inh	PME-1 inh	LYPLA1 counter	GSTO1 inh	LYPLA2 counter
CCC1(CC)NC(=O)N(CC(=O)N2CCc3ccccc32)C1=O	-3	7	-5	4	3	.	.	.	.
CN(C)S(=O)(=O)c1ccc(Oc2ccccc2)cc1	-1	1	-6	-1	4	2	3	6	2
CSc1ccccc1NC(=O)CN(C)CC(=O)Nc1c(F)cccc1F	0	4	2	-4	3	8	3	7	-6
O=C(COc1ccc2ccccc2c1)Nc1cccc(C(=O)Nc2ccccc2C(=O)O)c1	-8	-19	-44	-32	-12	-80	-20	-76	-31
COc1nc(N/N=C/c2ccccc2F)nc(N2CCCCC2)n1	-2	10	0	3	1	6	-4	-8	-5
O=C(C[n+]1ccccc1)N/N=C/c1ccco1	-3	.	.	6	.	-2	-2	-6	-3
COc1ccc(NS(=O)(=O)c2cccs2)cn1	-4	8	-8	1	-1	-4	-5	15	2
Cc1cccn2c(NCc3ccc4c(c3)OCO4)c(-c3ccc(O)cc3)nc12	1	4	-1	4	4	1	-1	-1	4
COc1ccc2[nH]c(=O)c(COC(=O)c3ccco3)cc2c1	2	5	-1	2	-1	-6	-2	-4	1
Cn1cccc1CC(=O)N/N=C\c1c2ccccc2cc2ccccc12	2	1	17	27*	5	0	2	5	8
CC(=O)Nc1ccccc1NS(=O)(=O)c1cccc([N+](=O)[O-])c1	3	13	3	3	3	-3	-2	1	-6
Cc1ccc(-c2c[n+](CC(=O)Nc3ccccc3C)c3n2CCC3)cc1	2	6	-2	-5	4	-2	1	11	5
O=C(Nc1cc(C(F)(F)F)ccc1N1CCOCC1)c1cccnc1	1	-2	3	3	0	5	-4	2	8
O=C(Nc1ccccc1NC(=O)c1ccco1)c1ccccc1	2	8	4	4	-2	0	5	-1	8
Cc1nc(NCC2CCCO2)c2nnn(Cc3ccccc3Cl)c2n1 (stereo not given)	0	6	4	1	-1	3	2	0	11
COC(=O)c1cc(Br)c(N)cc1OC	0	2	-7	2	-2	4	1	4	8
O=C(CSc1nc2c(c(=O)n1-c1ccccc1)SCC2)NCC1CCCO1 (stereo not given)	-2	3	5	2	-1	3	-4	13	0
C=CCn1cc(C(=O)N2CCc3ccccc3C2)c(=O)c2cc(S(=O)(=O)N(CC)CC)ccc21	0	6	2	11	0	8	-3	3	2
CC1CCN(c2nc(N3CCCCC3)nc(N3CCCCC3)n2)CC1	4	14	2	2	5	3	0	5	-4
C[C@H](CO)N1C[C@H](C)[C@@H](CN(C)S(=O)(=O)c2ccccc2)Oc2c(NC(=O)NC3CCCCC3)cccc2C1=O	2	-1	3	1	-1	.	.	.	.
CCCn1c(SCC(=O)NCCc2ccc(OC)c(OC)c2)nc2c1c(=O)n(C)c(=O)n2C	3	0	-8	4	7	6	5	6	4
c1ccc(-c2nc3ccccc3[nH]2)nc1	1	7	0	-1	4	1	0	2	-5
CCOC(=O)C1CCN(CC(=O)Nc2ccc(OC)c(Cl)c2)CC1	4	7	7	4	5	4	1	1	5
COc1cccc(CC2(CO)CCN(Cc3cnc(-c4cccc(C)c4)nc3)CC2)c1	-2	10	2	2	5	-1	0	1	2
COc1ccc(NC(=S)N2CCC(N(C)CCN3CCOCC3)CC2)cc1	0	7	-5	4	-8	1	3	2	5
CSc1ccccc1NC(=O)C1=CC(c2ccc(C)cc2)=NS(=O)(=O)N1C	0	-3	-1	3	-1	0	-1	6	0
O=C(Nc1ccc(-n2ccnc2P(=O)(O)c2ccccc2)cc1)c1ccccc1Cl	-3	3	-5	-2	4	-12	-6	10	-4
Cc1ccccc1NC(=O)/C(=C/c1ccccc1)c1ccccc1	5	-2	0	-2	-2	-6	2	6	-5
COC(=O)c1sc(C(=O)OC)c(C(=O)OC)c1C(=O)OC	5	4	-3	-1	0	-2	-4	-1	-2
CCC(C)Sc1cc(-c2nc3ccc(Cl)cn3c2NC2CCCCC2)ccc1OC (stereo not given)	-5	7	-3	-1	3	.	.	.	.
CC(C)CC(=O)Nc1nnc(S(=O)(=O)N(C)Cc2ccco2)s1	0	11	8	14	7	-5	3	6	1
O=C1CC(N2CCN(c3ccc(C(=O)c4ccc(F)cc4)cc3)CC2)C(=O)N1 (stereo not given)	-4	6	2	5	-5	-1	4	3	13
O=C(Nc1ccccc1)c1ccc2snnc2c1	-1	4	6	4	0	4	-3	2	0
CC12CCC(C(=O)N(c3cccc(Cl)c3)C1=O)C2(C)C (stereo not given)	2	6	-6	0	1	-5	3	-2	3
Cc1nnc(NC(=O)CSc2ncn(-c3ccccc3)n2)s1	1	8	7	2	0	10	-1	3	-2
COc1ccc(N2C(=O)c3ccc(C(=O)Nc4ccccc4O)cc3C2=O)cc1	0	-26	-28	3	-13	-10	-2	2	-5
CCOC(=O)c1ccc(S(=O)(=O)N2CCN(C)CC2)cc1	2	0	4	3	0	1	2	1	10
CS(=O)(=O)c1ccc(Cl)c(C(=O)NCC2CCCCC2)c1	-6	2	5	7	1	-5	-2	-8	-11
CCN1CCN(c2nc(-c3ccc(F)cc3)cc(=O)[nH]2)CC1	3	4	-1	5	2	2	0	6	5
COc1ccc(-n2c(C)cc(C(=O)Cn3nnc4ccccc4c3=O)c2C)cc1	-1	10	73*	-1	-5	-13	-1	10	27*

Shown with values under each structure: three of the compounds above.
The line under a structure holds: PAD4 FP inh | PAFAH1B3 FP inh | PAFAH2 FP inh | pPAFAH FP inh | PAFAH1B2 inh | PME-1 inh | LYPLA1 counter | GSTO1 inh | LYPLA2 counter
CS(=O)(=O)c1ccc(Cl)c(C(=O)NCC2CCCCC2)c1
→ -6 | 2 | 5 | 7 | 1 | -5 | -2 | -8 | -11
CCN1CCN(c2nc(-c3ccc(F)cc3)cc(=O)[nH]2)CC1
→ 3 | 4 | -1 | 5 | 2 | 2 | 0 | 6 | 5
COc1ccc(-n2c(C)cc(C(=O)Cn3nnc4ccccc4c3=O)c2C)cc1
→ -1 | 10 | 73* | -1 | -5 | -13 | -1 | 10 | 27*

Next compounds follow:
SMILES	PAD4 FP inh	PAFAH1B3 FP inh	PAFAH2 FP inh	pPAFAH FP inh	PAFAH1B2 inh	PME-1 inh	LYPLA1 counter	GSTO1 inh	LYPLA2 counter
COc1ccc(Cl)cc1NS(=O)(=O)c1cccc(C(=O)NCC(c2ccco2)N2CCCC2)c1 (stereo not given)	0	7	-2	1	-2	-2	-2	6	1
Cc1cccc(NC(=O)c2c(C)cc(=O)oc2C)n1	-4	11	9	4	4	4	2	0	0
O=C(NCC(=O)N(CC1CCCO1)C(C(=O)NC1CCCCC1)c1ccccc1)c1ccco1 (stereo not given)	1	6	2	0	7	-2	-3	8	-4
Cc1ccc(NC(=O)C2=C(O)c3sccc3N(C)S2(=O)=O)cc1	-3	0	0	-1	8	-1	-1	-18	1
O=C(NCc1cc2ccccc2[nH]1)c1ccccc1F	-8	10	2	-5	2	-4	-1	-1	0
O=C1CSC(c2cccnc2)N1c1cccc(Cl)c1 (stereo not given)	3	0	2	2	2	-4	2	2	5
O=C(COC(=O)c1cc2ccccc2oc1=O)Nc1cccc(S(=O)(=O)N2CCCCCC2)c1	4	-2	7	-2	2	2	0	4	3
CC1CCc2nn(CC(=O)N3CCCCCC3)cc2C1 (stereo not given)	1	3	2	0	3	-3	0	6	-5
COc1ccccc1C(=O)NC1CCN(C(=O)Nc2ccc(C)cc2)CC1	1	12	-6	1	5	-1	1	6	-2
COc1cccc(/C=N/n2cnc3ccccc32)c1OC	2	10	-3	1	3	2	-7	-3	-4
CC[N+]1(CC(O)COC2CC(C)CC(C)(C)C2)CCOCC1 (stereo not given)	-2	1	-2	-6	3	-3	2	-6	-2
COc1cccc(N2CCN(c3ccc(N4C(=O)CCC4=O)cc3[N+](=O)[O-])CC2)c1	-13	3	-3	-1	4	-6	0	-5	-3
CCCN1C(=O)C(O)(CC(=O)c2ccc3c(c2)OCCO3)c2ccccc21 (stereo not given)	-1	7	-3	-1	8	0	3	1	3
CN(c1ccccc1)S(=O)(=O)c1cccc(C(=O)OCC(=O)NCc2ccccc2)c1	3	9	26	17	7	.	.	.	.
CCOc1ccc(C2/C(=C(\O)c3ccc4c(c3)OCCO4)C(=O)C(=O)N2CCN2CCOCC2)cc1OCC (stereo not given)	-6	12	-1	8	6	-5	2	4	9
CCOC(=O)C1=C(O)/C(=C\c2cccs2)N=C1C	-6	9	-3	5	5	-11	2	2	0
Cc1noc(C)c1C(=O)OC(C(=O)NC1CCCC1)c1ccc(F)cc1 (stereo not given)	-5	1	4	1	5	-4	1	1	3
CC(=O)C(C)Oc1ccc2c3c(c(=O)oc2c1)CCCC3 (stereo not given)	-3	5	5	15	-2	-1	0	2	2
COc1ccc(/C=C/C(=O)OCC(=O)NCc2ccccc2Cl)cc1OC	-1	12	79*	-3	0	.	.	.	.
CCOC(=O)N1CCN(C(=O)c2ccc(S(=O)(=O)NCc3ccco3)cc2)CC1	-6	7	-3	1	2	2	0	-8	-2
COC(=O)c1ccc(-c2noc(CN(C)CCC3CCCCO3)n2)cc1 (stereo not given)	4	-7	-2	4	-5	2	4	2	1
Cc1ccc(C(=O)OCC(=O)NCc2cccs2)cc1	1	-8	53*	18	-1	-3	-1	0	-4
Cn1c(SCC(=O)NCc2ccc3c(c2)OCO3)ncc(C(=O)Nc2ccc(F)cc2)c1=O	0	11	9	2	7	-2	-2	4	-2
COc1ccc(S(=O)(=O)NC2CCSc3ccccc32)cc1NC(C)=O (stereo not given)	2	-1	-9	1	4	4	5	5	14
O=C(CSc1ccc(-c2ccco2)nn1)NCc1ccc(Cl)cc1	-4	8	-2	6	0	5	-1	-5	5
CCCCOCCCNC1=NCCCCC1	1	10	7	2	1	-2	4	8	6
CCOc1ccccc1-n1nnnc1SC(C)C(=O)OC (stereo not given)	0	1	-1	4	1	6	1	1	6
COc1ccc(CNC(=O)C(C)N2C(=O)NC(c3ccccc3)(c3ccccc3)C2=O)cc1 (stereo not given)	-1	5	-1	-1	7	-1	0	.	4
CC1CCC(NC(=O)Cn2cnc3sccc3c2=O)CC1 (stereo not given)	4	9	-2	0	11	4	0	.	5
CSc1nc(Sc2cccc(Cl)c2)c2ccccc2n1	1	7	-6	-4	-3	-2	-1	-9	0
CCC1=NN(C(=O)CCc2ccc3c(c2)OCO3)C(O)(C(F)(F)F)C1 (stereo not given)	-5	8	7	1	-1	-1	5	-1	-2
O=C(Nc1ccccc1C(=O)NCc1ccccc1)c1ccccc1Br	0	1	3	4	0	4	-6	-2	-1
CCOCCCNC(=S)Nc1ccc(Br)cc1Cl	2	-2	1	3	3	-4	-2	-4	-1
Cc1cc(OC(C)C(=O)NCCc2c[nH]c3ccccc23)c2c(C)cc(=O)oc2c1 (stereo not given)	1	1	-2	4	22	14	-3	4	3
CCN(CC)C(=O)[C@H]1CC(CC(=O)NCc2ccc(OC)c(OC)c2)C(=O)N2CCc3c([nH]c4ccc(OC)cc34)[C@]12C (stereo not given in full)	-3	2	-4	7	4	.	.	.	.
COc1ccccc1NC(=O)C/C(C)=N/NC(=O)C12CC3CC(CC(C3)C1)C2	-3	-1	4	1	9	-3	2	-2	3
Nc1nc(-c2cccs2)c(-c2cccs2)s1	0	1	11	20	0	16	-2	5	10
OCC1CCCCN1CC(O)COC(c1ccc(F)cc1)c1ccc(F)cc1 (stereo not given)	4	6	-4	-1	6	4	-7	-5	-6
CC(=O)Nc1ccc(/C(C)=N/Nc2nc(N3CCOCC3)nc(N3CCOCC3)n2)cc1	-2	6	3	2	3	1	1	5	0

Assay outcomes as filed in PubChem BioAssay.
